PI5P4Ka inh = qHTS for Inhibitors of phosphatidylinositol 5-phosphate 4-kinase (PI5P4K); hit rate 1.2% among 330,000; PI5P4Kalpha enzyme, ADP-Glo luminescence, 60 min; hits give low values; max response, %; Phosphatidylinositol 5-phosphate 4-kinase type-2 alpha (Homo sapiens), P48426; active = max response of -50% or lower; inconclusive = between -30% and -50%; inactive = -30% or higher; also: value at the top dose of about 77 µM; % is scaled to controls: 0 for no effect and ±100 for the full control effect
Target sequence (P48426 whole entry, looked up): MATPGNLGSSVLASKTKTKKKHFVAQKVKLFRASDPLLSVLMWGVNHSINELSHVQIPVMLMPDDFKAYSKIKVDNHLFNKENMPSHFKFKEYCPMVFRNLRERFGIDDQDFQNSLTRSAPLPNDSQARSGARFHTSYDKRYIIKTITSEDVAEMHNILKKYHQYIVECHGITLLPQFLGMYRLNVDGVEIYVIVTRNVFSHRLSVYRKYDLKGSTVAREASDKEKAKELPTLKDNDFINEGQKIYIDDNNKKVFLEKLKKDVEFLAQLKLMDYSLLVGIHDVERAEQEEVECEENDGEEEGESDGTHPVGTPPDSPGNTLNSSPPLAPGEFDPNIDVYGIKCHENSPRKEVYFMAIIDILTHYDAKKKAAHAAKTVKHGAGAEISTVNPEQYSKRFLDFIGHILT
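ADP-Glo luminescence end-point after a 60 min room-temperature kinase reaction. PI5P4Kalpha and substrate in HEPES pH 7.4 buffer with EGTA, 0.1% CHAPS and 5% DMSO; ATP at 5 microM final.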
Abeta yeast res = qHTS for compounds that reverse cellular toxicity of Amyloid beta (A-beta) peptide in yeast: Primary Screen | yeast expressing A-beta42, growth rescue, OD600, 48 h; response scale: 0% DMSO, 100% iron-clioquinol control | hit rate 0.063% among 410,000 | AID 1347071, 2019 | Potency, µM (top dose mostly 46.1 µM), for the others: at the top dose growth rescue, hits mostly activators; also: potency is read from the fitted curve at half-maximal effect; nearly all actives have a fitted effect of over 55% in size
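Yeast A-beta toxicity model in growth medium with pinned compounds, 48 h at 30 C; growth read as absorbance at 600 nm. Normalized to FeCl3/clioquinol equimolar mix (positive) and DMSO (negative).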
PLK1 PBD inh = qHTS for Inhibitors of PLK1-PDB (polo-like kinase 1 - polo-box domain): Primary Screen | Plk1 PBD binding of FITC phosphopeptide, fluorescence polarization | Potency, µM, for the others: max response, negative = inhibition, hits mostly inhibitors | hit rate 2.8% among 360,000 | Serine/threonine-protein kinase PLK1 (Homo sapiens), P53350; also: potency is read from the fitted curve at half-maximal effect; series mostly up to about 57 µM; % is scaled to controls: 0 for no effect and ±100 for the full control effect; nearly all actives have a fitted effect of over 65% in size
Target sequence (P53350 whole entry, looked up, the tested form may be a part): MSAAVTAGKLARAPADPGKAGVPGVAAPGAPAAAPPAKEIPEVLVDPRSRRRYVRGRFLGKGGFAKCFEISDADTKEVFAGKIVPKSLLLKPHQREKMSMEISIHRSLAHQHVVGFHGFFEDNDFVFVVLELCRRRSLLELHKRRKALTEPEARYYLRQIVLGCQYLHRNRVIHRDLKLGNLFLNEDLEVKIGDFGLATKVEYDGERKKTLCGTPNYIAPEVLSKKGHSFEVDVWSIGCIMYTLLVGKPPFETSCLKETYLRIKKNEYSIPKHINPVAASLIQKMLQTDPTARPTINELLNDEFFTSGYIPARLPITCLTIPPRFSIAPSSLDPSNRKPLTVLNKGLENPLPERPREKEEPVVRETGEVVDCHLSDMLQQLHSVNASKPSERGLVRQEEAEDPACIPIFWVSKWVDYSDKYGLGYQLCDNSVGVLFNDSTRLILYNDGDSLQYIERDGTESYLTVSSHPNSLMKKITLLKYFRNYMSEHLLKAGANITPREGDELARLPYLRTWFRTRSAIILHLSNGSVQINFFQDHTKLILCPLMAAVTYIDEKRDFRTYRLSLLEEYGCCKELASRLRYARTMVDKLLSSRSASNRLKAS
FUS yeast rescue = qHTS for Suppressors of FUS Proteinopathy: Primary screen using FUS-linked yeast assay. S. cerevisiae FUS-expressing, growth rescue, OD600, 24 h. Potency, µM (titrated, usually from 76.6 µM), inactives show at the highest dose growth rescue (activation), actives largely listed as activators. hit rate 0.24% among 390,000. AID 1347120, 2019;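 also: potency is read from the fitted curve at half-maximal effect; plate controls were DMSO vehicle for no effect and reference control for full effect; nearly all actives have a fitted effect of over 55% in size; some results filed as inactive show a strong effect at the top dose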
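Steps: raffinose overnight preculture; dilution to OD 0.005 in 2% galactose minimal medium; compound addition (concentration series); 24hr at 30C, 99% humidity; absorbance read at 600 nm.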
IL-2 act = qHTS of IL-2 Activators. IL-2 activation reporter assay, cell-based qHTS; stimulated with anti-CD3/CD4/CD28 beads; in transgenic mouse T cells. activation, % (series mostly up to about 46 µM). hit rate 0.065% among 360,000. AID 652025, 2013; in the data active = activation above about 50%; inconclusive = mostly about 30% to 49%; also: 0% is about no effect
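Readout: EGFP and DsRed signals by fluorescent plate cytometry. Unstimulated transgenic mouse T cells received compound 60 min before antibody-bead stimulation, then incubated 18 h at 37 degrees C.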
aSyn yeast inh = qHTS of alpha-syn Inhibitors; Yeast expressing alpha-synuclein, growth rescue, BacTiter-Glo, 24 h; Potency, µM (titrated, usually from 46.1 µM), for the others: at the highest dose growth rescue (activation), most hits filed as activators; hit rate 0.14% among 370,000; AID 652106, 2013; also: potency is read from the fitted curve at half-maximal effect; % of control where 0% means no effect; nearly all actives have a fitted effect of over 65% in size
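Galactose-induced alpha-syn yeast (OD600=0.02, raffinose-pregrown) + pinned cpd, 24 hr, 30 deg C; growth by BacTiter-Glo luminescence. Growth restoration scores as activation.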
WRN inhibitor = qHTS for Inhibitors of WRN Helicase | Bifunctional 3'-5' exonuclease/ATP-dependent helicase WRN (Homo sapiens), Q14191 | WRN helicase unwinding, fluorescent forked duplex, kinetic | Potency, µM (series often up to 114 µM), for the others: at the top dose activity change, negative = inhibition, most hits filed as inhibitors | AID 651768, 2012 | hit rate 0.46% among 360,000; also: potency is read from the fitted curve at half-maximal effect; % is scaled to controls: 0 for no effect and ±100 for the full control effect; nearly all actives have a fitted effect of over 55% in size
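Primary qHTS, 1536-well format. 20 nM WRN + compound, 15 min RT; start with 100 nM forked fluorophore/quencher duplex, 2 mM ATP (final); kinetic read ex 525/em 598 nm.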
EPAC1 antag = qHTS for Antagonist of cAMP-regulated guanine nucleotide exchange factor 3 (EPAC1): primary screen; Potency, µM (doses to about 115 µM), inactives show top-dose activity change, negative = inhibition, hits mostly inhibitors; EPAC1 GEF assay, Rap1b-BODIPY-GDP exchange fluorescence; hit rate 0.14% among 360,000;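 also: potency is read from the fitted curve at half-maximal effect; plate controls were vehicle for no effect and positive control for full effect; nearly all actives have a fitted effect of over 50% in size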
EPAC1 ag = qHTS for Agonist of cAMP-regulated guanine nucleotide exchange factor 3 (EPAC1): primary screen | hit rate 0.073% among 360,000 | EPAC1 agonist qHTS, biochemical assay; response scale: 100% = response to 6.5 mM cAMP | Potency, µM (doses to about 154 µM), for inactives: at the highest dose activation, actives largely listed as activators; also: potency is read from the fitted curve at half-maximal effect; nearly all actives have a fitted effect of over 60% in size
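EPAC1 100 nM, Rap1B–BODIPY-GDP 250 nM, unlabeled GDP 50 uM; compound titration; 5 min RT; kinetic read ex480/em540 at 5-min intervals ×30 min; data normalized to 6.5 mM cAMP agonist control.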
The depositor's hits bear a star; ? = inconclusive; · = no result given; [ ] = dose if it differs, or a comment. Unless noted, calls follow the shape of the dose curve; as a rule, active = well fitted curve in the direction sought with a large enough effect; inconclusive = small, poorly fitted or top-dose-only effect, or another doubt; inactive = no such curve, though single readings can be large; an effect the other way counts as inactive or inconclusive. Compounds were not picked by outcome; about 4.1% have a hit in one of these screens.

1) CCc1ccc(NC(=O)CSc2nc3c(c(=O)n(C)c(=O)n3C)n2C)cc1
2) Cc1ccc(OCCn2cc(/C=C(\C#N)C(=O)NCC3CCCO3)c3ccccc32)cc1 (stereo not given)
3) COc1ccccc1C(C)NC(=O)C1CCN(S(=O)(=O)c2cccs2)CC1 (stereo not given)
4) CC(C)CNC(=O)COC(=O)c1ccc(Cl)c(S(=O)(=O)N2CCc3ccccc32)c1
5) Cc1ccc(S(=O)(=O)N2[C@@H](Cc3ccccc3)CO[C@H]2CC(=O)OCc2ccccc2)cc1

assay / entry | 1 | 2 | 3 | 4 | 5
EPAC1 antag | 4% | -15% | 17% | -26% | 5%
EPAC1 ag | 1% | 3% | -2% | 0% | -5%
Abeta yeast res | 5% | 15% | 19% | 0% | 6%
FUS yeast rescue | -26% | · | 25% | 14% | 12%
PLK1 PBD inh | -8% | -11% | -7% | 4% | 0%
IL-2 act | 0.0 | 1.2 | 0.2 | -0.6 | -0.7
aSyn yeast inh | -3% | 21% | -2%[1.84 µM] | 9% | -13%
WRN inhibitor | 3% | -31% | 4% | 7% | 9%
PI5P4Ka inh | -4 | 0 | 1 | 7 | 5

6) O=C(Nc1nc(-c2ccccc2)cs1)c1cccc(S(=O)(=O)N2CCN(Cc3ccccc3)CC2)c1
7) OCC1=C[C@@H](O)[C@@H]2C=CO[C@@H](O[C@@H]3O[C@H](CO)[C@@H](O)[C@H](O)[C@H]3O)[C@H]12
8) CCCCCCSc1cc(-c2nc3ccc(Cl)cn3c2NC2CCCCC2)ccc1OC
9) CCCOc1ccc(CC(=O)N/N=C\c2ccc(F)cc2)cc1
10) Cc1ccc(/C=N/NC(=O)C(O)c2ccccc2)o1 (stereo not given)

assay / entry | 6 | 7 | 8 | 9 | 10
EPAC1 antag | -9% | 1% | -11% | -18% | -8%
EPAC1 ag | 2% | 19% | -2% | -7% | 4%
Abeta yeast res | 20% | 1% | 6% | -6% | -7%
FUS yeast rescue | 19% | -1% | -19% | -6% | 5%
PLK1 PBD inh | -5% | -3% | 8% | 0% | 7%
IL-2 act | 0.4 | 0.5 | 0.0 | -0.6 | -1.4
aSyn yeast inh | -1% | -1% | -10% | -11% | 3%
WRN inhibitor | -14% | -6% | -8% | 7% | -5%
PI5P4Ka inh | 2 | -2 | 3 | 14 | 1

11) c1ccc(Cc2nnc3sc(-c4ccc5c(c4)OCCO5)nn23)cc1
12) COc1ccc(COc2ccsc2C(=O)Nc2ccc(Cl)cc2)cc1
13) Cc1cc(C)c2cc(CN(Cc3ccco3)C(=S)NCC3CCCO3)c(=O)[nH]c2c1 (stereo not given)
14) Cn1nc(C(=O)NNC(=O)c2ccc(Cl)cc2)ccc1=O
15) NNC(=S)Nc1ccc(Cl)cc1

assay / entry | 11 | 12 | 13 | 14 | 15
EPAC1 antag | -16% | 0% | -29% | -2% | -2%
EPAC1 ag | -2% | 10% | 0% | · | 12%
Abeta yeast res | -28% | 15% | 0% | 7% | ?
FUS yeast rescue | 26% | 10% | -2% | -6% | 5%
PLK1 PBD inh | -7% | -7% | -27% | -5% | -14%
IL-2 act | -3.6 | 0.5 | -2.7 | -0.1 | -0.8
aSyn yeast inh | 1% | 7% | 1% | -4% | -20%
WRN inhibitor | 5% | -11% | 6% | -5% | 2%
PI5P4Ka inh | 2 | · | -4 | 0 | 6

Rewritten with values under each structure: 3 of the compounds above
Below each compound – EPAC1 antag	EPAC1 ag	Abeta yeast res	FUS yeast rescue	PLK1 PBD inh	IL-2 act	aSyn yeast inh	WRN inhibitor	PI5P4Ka inh
13: Cc1cc(C)c2cc(CN(Cc3ccco3)C(=S)NCC3CCCO3)c(=O)[nH]c2c1 (stereo not given)
 : -29%	0%	0%	-2%	-27%	-2.7	1%	6%	-4
14: Cn1nc(C(=O)NNC(=O)c2ccc(Cl)cc2)ccc1=O
 : -2%	·	7%	-6%	-5%	-0.1	-4%	-5%	0
15: NNC(=S)Nc1ccc(Cl)cc1
 : -2%	12%	?	5%	-14%	-0.8	-20%	2%	6

One compound at a time (already shown). Screens in order: EPAC1 antag, EPAC1 ag, Abeta yeast res, FUS yeast rescue, PLK1 PBD inh, IL-2 act, aSyn yeast inh, WRN inhibitor, PI5P4Ka inh
c1ccc(Cc2nnc3sc(-c4ccc5c(c4)OCCO5)nn23)cc1 is listed with -16%, -2%, -28%, 26%, -7%, -3.6, 1%, 5%, 2
COc1ccc(COc2ccsc2C(=O)Nc2ccc(Cl)cc2)cc1 is listed with 0%, 10%, 15%, 10%, -7%, 0.5, 7%, -11%, ·

(listing goes on)
16) COc1ccc(-c2nc(CN(CC3CCC(=O)N3)C(C)C)c(C)o2)c(C)c1C (stereo not given)
17) O=C(CCc1ccc(S(=O)(=O)N2CCOCC2)cc1)N/N=C/c1cccc(O)c1
18) O=c1oc2ccccc2n1Cc1ccccc1Cl
19) CCNS(=O)(=O)c1ccc(NC(=O)c2cccnc2)cc1
20) Cc1ccc(S(=O)(=O)N(CC(=O)Nc2ccccc2C(=O)O)c2ccc(Cl)cc2)cc1

assay / entry | 16 | 17 | 18 | 19 | 20
EPAC1 antag | -3% | 15% | 2% | 0% | 4%
EPAC1 ag | -3% | 0% | -1% | 2% | 2%
Abeta yeast res | -11% | -2% | 6% | 2% | -9%
FUS yeast rescue | -2% | · | -26% | 25% | 31%
PLK1 PBD inh | -7% | -5% | 4% | -6% | 38µM*
IL-2 act | 0.0 | -0.5 | -1.2 | -0.3 | 4.4
aSyn yeast inh | -4% | -5% | 7% | -3% | 2%
WRN inhibitor | 1% | 5% | 1% | -8% | -16%
PI5P4Ka inh | -1 | 3 | -2 | · | ?

21) CCOC(=O)C(=O)N/N=C/c1cccc(Br)c1
22) O=C(Nc1ncccc1Cl)c1cccc(F)c1
23) COC(=O)[C@@H]1CCCN1Cc1nc(Cc2ccc(OC)c(OC)c2)no1
24) COc1cc(CN2C[C@@H](CO)O[C@@H](n3cnc4c(N(C)C)ncnc43)C2)cc(OC)c1OC
25) CC(=O)Nc1ccc(/C(C)=N/NC(=O)c2ccc(F)cc2)cc1

assay / entry | 21 | 22 | 23 | 24 | 25
EPAC1 antag | -3% | -4% | -1% | 10% | -26%
EPAC1 ag | 5% | 5% | -14% | 4% | 3%
Abeta yeast res | 17% | 16% | -5% | -13% | 3%
FUS yeast rescue | 0% | 21% | -23% | -18% | 9%
PLK1 PBD inh | -7% | -2% | -11% | -2% | ?
IL-2 act | 2.3 | -1.2 | -0.3 | 0.4 | -5.1
aSyn yeast inh | 4% | -4% | -27% | 0% | 0%
WRN inhibitor | -2% | 3% | 6% | 1% | -2%
PI5P4Ka inh | 2 | · | -8 | 8 | 1

26) O=C(Cn1cnc2ccccc21)N1CCc2ccccc21
27) COC1OC2COC(c3ccccc3)OC2C(OC(C)=O)C1OC(C)=O (stereo not given)
28) COc1ccccc1/C=C/CN1CCN(c2ccccc2)CC1
29) CCc1cc2c(SCC(=O)Nc3cc(C)on3)ncnc2s1
30) O=C(c1cccc(S(=O)(=O)N2CCOCC2)c1)N(CCO)Cc1ccccc1
31) CCc1nc2sc3c(c2c(=O)n1N)CC(C)(C)OC3

assay / entry | 26 | 27 | 28 | 29 | 30 | 31
EPAC1 antag | -3% | 0% | 0% | -6% | -2% | -7%
EPAC1 ag | 2% | 6% | 12% | -5% | -3% | 5%
Abeta yeast res | -5% | 3% | 3% | 0% | 4% | 4%
FUS yeast rescue | -16% | · | -3% | 19% | 8% | 6%
PLK1 PBD inh | -11% | -4% | 0% | -5% | -6% | 6%
IL-2 act | -0.8 | -2.8 | 0.6 | -2.4 | -1.3 | -0.6
aSyn yeast inh | 1% | 2% | 1% | -2% | 2% | 2%
WRN inhibitor | 2% | -7% | -10% | -2% | -4% | -5%
PI5P4Ka inh | 5 | 2 | · | -2 | 0 | 0

Individual results from the list:
no. 28 in Abeta yeast res shows 3%
no. 26 in EPAC1 antag shows -3%
no. 31 in PI5P4Ka inh shows 0

Assay outcomes: PubChem BioAssay, National Center for Advancing Translational Sciences (NCATS)
